High-throughput results: PubChem BioAssay, several laboratories
NPY1 pot ag: potentiators or agonists of human neuropeptide Y receptor Y1; NPY-Y1 expressing cells, potentiator/agonist activation; activation, % at 3.6 µM; 220,000 compounds, 0.37% hits; in the data active = activation above about 33%, passing the limit was not always enough;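 note: cells stimulated with NPY at EC10 then isoproterenol at EC100; 0% = low agonist plus stimulus and 100% = saturating agonist plus stimulus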
Target sequence (P25929 whole entry, looked up): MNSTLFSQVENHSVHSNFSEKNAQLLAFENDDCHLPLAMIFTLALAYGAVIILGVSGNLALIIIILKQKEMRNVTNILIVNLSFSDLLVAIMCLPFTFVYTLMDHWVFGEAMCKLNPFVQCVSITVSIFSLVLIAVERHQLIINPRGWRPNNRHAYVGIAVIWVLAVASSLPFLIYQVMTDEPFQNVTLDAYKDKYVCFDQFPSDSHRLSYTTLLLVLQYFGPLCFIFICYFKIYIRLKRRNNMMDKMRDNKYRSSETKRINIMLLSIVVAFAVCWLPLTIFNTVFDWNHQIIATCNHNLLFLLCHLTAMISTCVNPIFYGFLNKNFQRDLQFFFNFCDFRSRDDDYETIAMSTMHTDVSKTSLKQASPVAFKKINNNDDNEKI
p97 inhibitor: human p97 ATPase inhibition | recombinant p97 ATPase, Kinase-Glo ATP luminescence, 3 h | inhibition, % at 8 µM | 220,000 compounds, 0.42% hits; in the data active = inhibition above about 15%;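 note: 0% = DMSO vehicle and 100% = wells lacking enzyme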
S1P4 antagonist: blocks the human S1P4 receptor. inhibition, % at 4.98 µM. O95977. 220,000 compounds, 0.26% hits. S1P4-expressing cells, antagonist mode, reporter read-out; in the data active = inhibition above about 29%;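 note: 0% = wells stimulated with agonist and 100% = vehicle wells without agonist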
PGE2 EP2 inh: EP2 receptor (human) inhibition; C6 glioma cells expressing human EP2, cAMP TR-FRET; cells stimulated with saturating PGE2; AID 1422; P43116; 260,000 compounds, 0.52% hits; inhibition, % at 25 µM;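 active = percent inhibition above 40 after rounding to a whole number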;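 note: rat C6 glioma host cells with rolipram phosphodiesterase inhibitor present; the protocol text gives 20 µM as final concentration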
Target sequence (P43116 whole entry, looked up): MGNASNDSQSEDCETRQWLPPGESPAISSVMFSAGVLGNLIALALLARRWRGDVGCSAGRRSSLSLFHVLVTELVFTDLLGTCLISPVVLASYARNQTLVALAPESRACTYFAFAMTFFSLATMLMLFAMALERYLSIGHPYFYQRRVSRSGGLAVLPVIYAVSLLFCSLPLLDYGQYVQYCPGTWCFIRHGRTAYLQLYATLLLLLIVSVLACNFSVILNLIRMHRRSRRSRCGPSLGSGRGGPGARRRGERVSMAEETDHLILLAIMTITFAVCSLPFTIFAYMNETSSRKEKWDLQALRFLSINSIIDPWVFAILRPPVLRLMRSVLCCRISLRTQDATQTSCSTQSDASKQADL
eIF4E-4G inh: eIF4E/eIF4G interaction inhibition in translation initiation; P63073+Q04637; TR-FRET eIF4E-eIF4GI(517-606) binding, 2 h; inhibition, % at 21.7 µM; 220,000 compounds, 0.37% hits; AID 782;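 active = inhibition above about 30%, limit read from the data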;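 note: 0% = full FRET control wells and 100% = background wells lacking eIF4GI fragment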
EP2 mod: EP2 receptor (human) modulation | EP2-expressing cells, cAMP HTRF FRET, PGE2 co-stimulation | induction, % at 25 µM | 260,000 compounds, 0.83% hits | AID 940;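 active = compounds whose cAMP rise, as percent of the full-agonist control response, exceeds 60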;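 note: rat C6 glioma line stably carrying human EP2 under a CMV promoter; the protocol text gives 20 µM as final concentration; 100% = response of wells given 1 µM PGE2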
NPY Y1 blocker: blocks the human neuropeptide Y Y1 receptor | HEK293-CNG Y1 cells, membrane potential fluorescence; NPY at EC95, then isoproterenol | 200,000 compounds, 1% hits | P25929 | inhibition, % at 3.6 µM;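 active = inhibition above the campaign mean inhibition of all tested compounds plus 3 SD, cut at about 20% in these data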;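 note: 0% = DMSO wells given NPY plus isoproterenol and 100% = isoproterenol alone without NPY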
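Benchmarks – high control isoproterenol alone, low control NPY with isoproterenol · Material – HEK293 Y1/CNG channel cell line · Times – dye 3 h, compound 60 min room temperature, stimulation 45 min · Probe or stimulus – NPY (25 nM), isoproterenol (1 µM), Ro 20-1724 (25 µM) · Evaluation – % inhibition of NPY effect · Signal – fluorescence, membrane potential probe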
NPY-Y2 PAM-ag: human NPY-Y2 potentiation or agonism, primary screen; activation, % at 3.6 µM; P49146; AID 1359; cells expressing NPY-Y2, potentiator/agonist read-out; 220,000 compounds, 0.45% hits; in the data active = activation above about 27%;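 note: cells stimulated with NPY near EC25 plus isoproterenol at EC100; 0% = vehicle plus submaximal agonist and 100% = vehicle plus saturating agonist; some results beyond the cut were filed as inactive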
S1P4 ag: activates the human S1P4 receptor | O95977 | S1P4-expressing cell line, agonist reporter assay | activation, % at 4.98 µM | 220,000 compounds, 0.35% hits; in the data active = activation above about 11%;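 note: 0% = DMSO vehicle and 100% = reference agonist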
Numbers without * were called inactive; nt = no result given; & = joins results of further samples; [ ] = another dose, or the depositor's remark. Only part of the results is shown; count on the stated rates, not on these rows.

Value order – NPY1 pot ag, p97 inhibitor, S1P4 antagonist, PGE2 EP2 inh, eIF4E-4G inh, EP2 mod, NPY Y1 blocker, NPY-Y2 PAM-ag, S1P4 ag
(1) COc1ccc(CCNC(=O)CSc2nc(-c3ccco3)cc(C(F)(F)F)n2)cc1
 : -15, 2, -13, 8&12, -9[fluorescence artefact?], -11&-99, 6, -2, 0.2
(2) CC1(C)CC(=O)C2=C(C1)NC(=O)CC2c1cc2c(cc1Br)OCO2 (configuration not stated)
 : -4, 4, -3, 16, 4[fluorescence artefact?], 35, -3, 4, 0.4
(3) O=C(OCCN1CCOCC1)c1cccs1
 : 0, 8, 0, 11, 4, 15, 4, 8, 0.2
(4) CCc1ccc(N(C)S(=O)(=O)c2ccc3[nH]cc(C(=O)NCCN4CCOCC4)c(=O)c3c2)cc1
 : 5, -4, 2, 3, 7, -16, 8, 3, 0.3
(5) Cc1ccc(C(=O)NCCCn2ccnc2)cc1[N+](=O)[O-]
 : -7, 8, 7, 9, 6[fluorescence artefact?], 9, -3, -15, 0.8
(6) CC(=O)c1c(C)[nH]c(C(=O)NCc2ccc(F)cc2)c1C
 : 11, 0, -12, 6, 2, -5, 1, -5, 2.1
(7) Cc1ccc(OCC(=O)N2N=C(C(F)(F)F)CC2(O)C(C)(C)C)cc1C (configuration not stated)
 : 6, -5, -12, 4, -2, 25, -2, 16, 0.9
(8) COC(=O)C1=C(C)N=c2s/c(=C/c3cccs3)c(=O)n2C1c1ccc(F)cc1 (configuration not stated)
 : -19, -3, -14, 6, -5, 35, -2, 2, 4.3
(9) Nc1nc(SCc2ccc(Cl)cc2)ns1
 : 25, 3, 7, 18, 1, 0, -7, 13, 3.3
(10) COc1ccc(CNc2nc3ccccc3n2C)c(O)c1
 : -7, 2, -16, 6, -1, -18, nt, -6, 2.0
(11) COc1ccc(-c2nc(-c3cccnc3)no2)cc1OC
 : 25, 3, -19, 3, 1, -24, nt, 4, 0.3
(12) OCCN1CCN(C(=S)NCCc2ccccc2)CC1
 : 0, -2, 7, 16, -2, 20, -3, -7, -0.3
(13) CCOC(=O)C1CCCCN1Cc1ccc(OC)c(OC)c1 (configuration not stated)
 : 0, 3, -4, 10, 0, 7, nt, -2, 0.8
(14) COc1ccc(CC2(CO)CCN(Cc3cccc4nccnc34)CC2)cc1
 : -12, -1, -6, 8, 1, -18, 4, 0, 1.1
(15) O=C(/C=C/c1ccc(OCCCF)cc1)Nc1ccnc(-c2ccncc2)n1
 : -3, 1, -15, 10, 1, -67, -6, -20, 0.3
(16) CCc1ccc(-c2nc(C(N)=O)c3[nH]c(=O)n(-c4ccccc4OC)c3n2)cc1
 : 5, 0, 5, 10, -3, 38, 0, 9, -2.5
(17) CC1(C)Cc2c(c(N3CCCC3)nc3sc4c(N5CCN(CCO)CC5)ncnc4c23)CO1
 : -52, -13, 2, nt, -7[fluorescence artefact?], 31, 20, -28, -2.6
(18) C/C(=N\Nc1nc(N2CCOCC2)nc(N2CCOCC2)n1)c1cccc([N+](=O)[O-])c1
 : 3, 3, -6, 5, 0, -14, -1, -15, 3.6
(19) CCOC(=O)N1CCN(C(=O)CNC(=O)Cn2cnc3ccccc3c2=O)CC1
 : -12, -3, 3, 7, 1, 7, 2, -3, 1.6
(20) COc1cc(/C=N/NC(=O)c2cccc([N+](=O)[O-])c2)ccc1OCc1ccccc1
 : -16, -9, -10, 2, -6, -8, -1, 5, 2.2
(21) CCOC(=O)c1[nH]c2cc3c(cc2c1NC(=O)CN1CC(C)CC(C)C1)OCO3 (configuration not stated)
 : 6, 3, -5, nt, 1, 46, 2, 0, -0.3
(22) CCCc1nc2oc3c(NCCOCCO)ncnc3c2c2c1COC(C)(C)C2
 : -33, -8, -14, 2, -4, 41, -4, 4, -1.2
(23) Cc1ccc(-c2csc(N(CCc3ccccc3)C(=O)COc3ccccc3)n2)cc1
 : -16, 1, 2, 10, -2[fluorescence artefact?], -10, -1, -6, -0.5
(24) COc1ccc(-c2cc(C(=O)OCC(=O)NC(C)(C)C)c3ccccc3n2)cc1
 : -8, 0, 6, 4, 0, -41, 5, -2, 1.3
(25) CC(C)(C)[C@H]1C=C(C(=O)N2CCN(Cc3ccc4c(c3)OCO4)CC2)O[C@@H](OCc2ccc(CO)cc2)C1
 : -8, 3, 23, 6, 1, -3, 4, -19, -1.1
(26) Cc1c(C(=O)NCC2CCCO2)oc2ccc(S(=O)(=O)N3CCCCC3)cc12 (configuration not stated)
 : 14, 4, -3, 5, 4[fluorescence artefact?], -34, 0, 9, -0.3
(27) O=C(Nc1ccccc1F)c1cc2nc(C(F)F)cc(C(F)F)n2n1
 : -10, -6, -11, 7, -2, 34, 5, 2, -0.2
(28) O=C(NC1CC2CCC(C1)N2C(=O)NC1CCCCC1)NC12CC3CC(CC(C3)C1)C2 (configuration not stated)
 : 1, 1, -17, 7&10, 0[fluorescence artefact?], 0&12, -1, 2, -1.0
(29) CCCN1C(=O)/C(=C/c2c(N3CCNC(=O)C3CC(=O)OC)nc3c(C)cccn3c2=O)SC1=S (configuration not stated)
 : 27, 15*, -2, 32, -9, -22, nt, 13, 0.0
(30) Cc1ccc(-c2nn(-c3ccccc3)cc2C(=O)N2CCOCC2)cc1C
 : 20, -2, 2, 4, 3, 29, -5, 8, 0.1

Looked up by structure from above, two records:
Value order – NPY1 pot ag, p97 inhibitor, S1P4 antagonist, PGE2 EP2 inh, eIF4E-4G inh, EP2 mod, NPY Y1 blocker, NPY-Y2 PAM-ag, S1P4 ag
(23) Cc1ccc(-c2csc(N(CCc3ccccc3)C(=O)COc3ccccc3)n2)cc1
 : -16, 1, 2, 10, -2[fluorescence artefact?], -10, -1, -6, -0.5
(29) CCCN1C(=O)/C(=C/c2c(N3CCNC(=O)C3CC(=O)OC)nc3c(C)cccn3c2=O)SC1=S (configuration not stated)
 : 27, 15*, -2, 32, -9, -22, nt, 13, 0.0

Carrying on:
Value order – NPY1 pot ag, p97 inhibitor, S1P4 antagonist, PGE2 EP2 inh, eIF4E-4G inh, EP2 mod, NPY Y1 blocker, NPY-Y2 PAM-ag, S1P4 ag
(31) CCCNC(=O)C(=O)NCCC1=CCCCC1
 : 30, 3, 1, 19, 2, -26, -4, -10, -4.2
(32) Cc1ccsc1/C=N/n1c(C2CCCCC2)n[nH]c1=S
 : 6, 0, -10, 11, 5[fluorescence artefact?], 44, -6, 5, 5.1
(33) c1ccc(SCc2nc(-c3ccncc3)n[nH]2)nc1
 : -1, 1, -12, 4, 3, 8, 0, -3, 1.8
(34) O=C(CSc1cc(Cl)ccc1Cl)NCC(=O)Nc1ccc(F)c(F)c1F
 : -6, 0, -11, 7, 6, 25, 1, 7, -0.4
(35) CCOc1ccc(-n2cc(C(=O)Nc3ccc(Cl)cn3)c3cc(OC)c(OC)cc3c2=O)cc1
 : -7, 3, 12, 11, 7, 15, -3, -3, -2.1
(36) Cc1ccc(Oc2ccc(NC(=O)Cn3ccsc3=N)cc2)cc1
 : -16, 3, -14, 38, 2, -33, 3, -4, 0.6
(37) CCCCC(=O)OCC(=O)Nc1ccc(OC(F)F)cc1
 : 0, 4, -1, 9, -6, 14, 5, 17, -0.3
(38) Cc1[nH]c2ccccc2c1C(=O)COC(=O)Cn1c(C(F)(F)F)nc2ccccc21
 : -34, -1, -7, 11, 7, -19, -1, 12, 0.3
(39) CN(C)CCCN(C(=O)CCc1ccccc1)c1nc2ccc(Cl)cc2s1
 : 14, -3, 6, 17, 3, -3, -1, 2, 0.1
(40) COc1ccc(NC(=O)NC2CCN(C(C)C)CC2)c(OC)c1
 : -10, -8, -8, 6, 6, -10, -4, -1, 1.0
(41) COCCNC(=O)CSCc1cc(C)cc(C)c1
 : 3, 3, 16, 2, 3, 0, 1, -9, -1.2
(42) CCOCCOCN(C#N)c1nc(OC)nc(N(C)C)n1
 : 20, 3, -4, 4, -13, 14, 1, 5, -1.0
(43) Cc1cc(-c2c(C)n([O-])c(C)c(C)[n+]2=O)ccc1F
 : 15, 1, -16, 6, 1, 21, -4, -12, 2.2
(44) CC(/C=N/Nc1nc(C)cc(C)n1)=C\c1ccc(C(C)C)cc1
 : -11, -1, 14, 9, 6, -4, 5, -10, -0.6
(45) CCOC(=O)C1=C(C)NC(C)=C(C(=O)OCC)C1C(=O)OCC(=O)N1CCC(C)CC1
 : -1, 3, -22, 21, -1, 24, 2, 2, -0.3
(46) N#CC1=C(N)Oc2n[nH]c(-c3ccccc3)c2C1c1ccncc1 (configuration not stated)
 : 16, 6, 5, 8, 9, 6, 13, -3, 0.4
(47) CC(=O)c1csc(COc2ccc(Cl)cc2)n1
 : 8, 6, -2, 10, 0, -3, nt, 7, 0.7
(48) CCCOc1ccc(C(=O)ON=C2CCN(C)CC2)cc1
 : 8, 0, -2, 8, 0, 3, 5, -6, 1.7
(49) CC(C)(C)C(=O)C(Cl)C(=O)Nc1ccccc1 (configuration not stated)
 : 18, 3, 20, 6, 4, -4, nt, 7, 0.4
(50) Cc1cc(C(F)(F)F)nn1CC(=O)NNC(=S)Nc1ccc(F)cc1
 : -3, 1, 1, 6, 4, -6, -2, 1, -0.7
(51) Cc1ccc(C)c(NC(=S)N(C)C)c1
 : 20, 7, -6, 14, 3, 8, nt, -16, 3.2
(52) O=C(Oc1cc(Cl)cc(Cl)c1)c1cnc2n(c1=O)CCS2
 : 9, 6, -4, 23, 0, -6, nt, 11, -0.2
(53) CCc1ccccc1NC1=NCC(=O)N1C1CCCC1
 : 10, -3, -6, 11, -1, 20, -4, -3, -0.6
(54) Cc1ccc(NC(=S)NCc2ccccc2)cc1[N+](=O)[O-]
 : -9, 2, -6, 9, 4[fluorescence artefact?], -9, -1, 12, 1.8
(55) CN(Cc1ccccc1)C(=O)CCc1ccccc1
 : 11, 0, -10, 4, 2, -22, 0, -3, 3.9
(56) O=[N+]([O-])c1c(Nc2ccc(O)cc2)cc(N2CCOCC2)c2nonc12
 : 0, 8, 3, 7, -7, 15, 7, -4, 3.0
(57) Cc1c(Cl)cccc1NC(=S)NCC1COc2ccccc2O1 (configuration not stated)
 : -1, 7, 8, 2, 3, -90, 7, 0, 0.6
(58) Cn1c(N/N=C/c2cc3ccccc3nc2Cl)nc2ccccc21
 : -1, -8, -24, 10, -2, -60, 4, 3, 2.2
(59) O=C(CN1CCC(n2nnc3cc(F)ccc32)CC1)NC1CC1
 : 10, 4, -13, 9, -2, 28, 1, 10, -0.6
(60) Cn1c(SC2CCCCC2=O)nnc1-c1ccccc1F (configuration not stated)
 : 5, 3, -3, 7, -13, -9, -1, 3, 0.9
(61) Cc1cc(Nc2c(C)n(C)n(-c3ccccc3)c2=O)n2c(nc3ccccc32)c1C#N
 : -15, 9, 14, nt, 0, 11, 2, 1, -1.2
(62) CCCCNC(=O)OC1CCS(=O)(=O)C1 (configuration not stated)
 : 4, 6, -8, 6, -15, 7, 2, 7, -0.3
(63) O=C(NC1CCCCCC1)C1c2ccccc2C(=O)N1CCCN1CCOCC1 (configuration not stated)
 : -6, 3, 5, 6, 1, -1, 0, -6, 0.4
